STEP block: inhibitors of human striatal-enriched phosphatase STEP; P54829; AID 588621; inhibition, % at 20 µM; recombinant STEP, OMFP fluorogenic substrate, fluorescence; hit rate 0.25% among 360,000;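 active means inhibition at 20 µM, scaled per plate between control wells, above about 37%, limit read from the data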;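 further: 0% = DMSO with enzyme and substrate and 100% = substrate only without enzyme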
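System: STEP (striatal-enriched tyrosine phosphatase) enzyme, cell-free; medium: Bis-Tris pH 6.0 buffer with DTT, detergent; dosing: 20 µM, 1% DMSO; times: reaction 20 min, ambient temperature; detection: fluorescence, 480/540 nm; read-out basis: normalized % inhibition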
NRP1-CendR mod: modulators of CendR peptide binding to human neuropilin-1 | O14786 | FAM-RPARPAR peptide binding to NRP-1, fluorescence polarization | inhibition, % at 25 µM | hit rate 0.85% among 360,000;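 active means inhibition or corrected inhibition above about 18%, plus a signal ratio from 0.5 to 1.5, limit read from the data, passing the limit was not always enough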; further: strong numbers were not always called active
LMPTP inh: blocks human LMPTP phosphatase | hit rate 0.22% among 360,000 | AID 651560 | recombinant LMPTP-A, OMFP fluorogenic substrate, fluorescence intensity | P24666 | inhibition, % at 20 µM;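 active means compounds that cut the enzyme signal by at least half of the control window in the single-dose screen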;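 further: plate controls were DMSO wells with enzyme plus substrate for no effect and substrate without enzyme for full effect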
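Test system: LMPTP-A, protein tyrosine phosphatase of low molecular weight; Input: 0.625 nM enzyme; Incubation: 50 min dark incubation at room temperature; Signal: endpoint fluorescence intensity from OMFP dephosphorylation; Read-out basis: % inhibition versus control wells.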
NadD block: NadD (S. aureus) enzyme inhibition. inhibition, % at 20 µM. purified NadD enzyme, colorimetric absorbance read-out. hit rate 0.78% among 360,000; in the data active means inhibition above about 26%; further: some compounds past the cut are filed as inactive
DNMT1 inh: DNMT1 (human) enzyme inhibition; P26358; inhibition (reported as % activation of signal), % at 10 µM; hit rate 0.83% among 360,000; DNMT1 molecular beacon, Hinp1I cleavage, fluorescence; in the data active means inhibition above about 50%
Target sequence (P26358 504-1616 limits assumed): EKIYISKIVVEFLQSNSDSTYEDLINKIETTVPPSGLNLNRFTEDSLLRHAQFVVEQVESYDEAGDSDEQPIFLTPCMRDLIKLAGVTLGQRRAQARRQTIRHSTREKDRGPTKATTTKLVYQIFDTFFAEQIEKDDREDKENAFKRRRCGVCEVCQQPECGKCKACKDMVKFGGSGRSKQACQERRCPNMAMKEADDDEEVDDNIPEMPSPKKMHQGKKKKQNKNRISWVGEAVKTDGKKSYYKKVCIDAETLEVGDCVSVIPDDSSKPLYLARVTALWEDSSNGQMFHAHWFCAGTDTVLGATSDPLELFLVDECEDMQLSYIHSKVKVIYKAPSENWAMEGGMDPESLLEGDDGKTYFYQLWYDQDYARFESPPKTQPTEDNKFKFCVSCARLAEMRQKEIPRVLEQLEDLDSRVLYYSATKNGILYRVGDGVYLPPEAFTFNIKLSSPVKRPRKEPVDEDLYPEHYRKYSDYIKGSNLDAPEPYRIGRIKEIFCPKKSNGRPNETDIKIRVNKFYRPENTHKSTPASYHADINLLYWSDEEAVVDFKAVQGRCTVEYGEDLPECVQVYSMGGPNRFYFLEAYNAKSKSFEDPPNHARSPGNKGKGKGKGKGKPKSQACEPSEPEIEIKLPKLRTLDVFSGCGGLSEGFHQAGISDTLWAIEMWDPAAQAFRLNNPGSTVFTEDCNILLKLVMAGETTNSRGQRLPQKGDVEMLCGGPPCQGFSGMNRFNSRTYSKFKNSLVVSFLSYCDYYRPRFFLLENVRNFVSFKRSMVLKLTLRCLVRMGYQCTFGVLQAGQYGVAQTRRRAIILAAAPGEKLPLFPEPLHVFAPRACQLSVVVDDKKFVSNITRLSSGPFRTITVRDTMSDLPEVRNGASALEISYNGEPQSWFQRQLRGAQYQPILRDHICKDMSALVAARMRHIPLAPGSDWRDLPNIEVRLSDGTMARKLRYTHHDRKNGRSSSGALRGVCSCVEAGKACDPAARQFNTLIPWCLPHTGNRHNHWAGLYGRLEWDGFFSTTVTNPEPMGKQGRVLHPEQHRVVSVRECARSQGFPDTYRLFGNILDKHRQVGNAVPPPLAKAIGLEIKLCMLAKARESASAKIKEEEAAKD
MT1-MMP act inh: MT1-MMP (human) activation inhibition. HT1080 RFP-PRO-GFP cells, GFP/RFP ratio fluorescence, overnight; percent of plate control window, DMSO zero. GFP/RFP ratio change, % at 20 µM. hit rate 0.061% among 360,000;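 active means GFP/RFP ratio change of at least 30% with cell ATP level not reduced by more than half and red fluorescence within 50% of control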; further: strong numbers were not always called active
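system = RFP-PRO-GFP reporter HT1080 cells | dosing = 20 µM single dose, 1% DMSO | timing = overnight cell settling, then overnight compound exposure, 37 °C, 5% CO2 | read-out basis = GFP/RFP fluorescence ratio | controls = DMSO and RFP-L50D-GFP cell wells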
Rpn11 inh: blocks the human proteasome subunit Rpn11; human 26S proteasome, Ub4-pepOG fluorescence polarization; 20S core pre-blocked with epoxomicin; calls only at 20 µM; hit rate 0.59% among 360,000; O00487;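 active means inhibition at 20 µM, scaled to each plate's controls, above about 33%, limit read from the data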
Scp1 inh: blocks human Scp-1 phosphatase activity. Q9GZU7. Recombinant Scp1, phosphopeptide, malachite green phosphate absorbance. inhibition, % at 20 µM. hit rate 0.88% among 340,000;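 active means inhibition above about 50% at 20 µM, limit read from the data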;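 further: plate controls were DMSO wells with enzyme for no effect and wells lacking enzyme for full effect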
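Times: enzyme reaction 45 min at room temperature, colour 5 min, stabilisation 30 min. Material: SCP-1 catalytic fragment, aa 76-261. Medium: Acidic Tris acetate buffer with magnesium and detergent. Signal: colorimetric free-phosphate detection, absorbance 630 nm. Read-out basis: % inhibition of SCP-1 phosphate liberation. Reagent: Phosphorylated 17-residue peptide substrate.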
SUMO1 PPI mod: alters human SUMO1 binding to SIM partners. P63165. inhibition, % at 20 µM. SUMO1 binding to a labelled peptide, TR-FRET, 1 h. hit rate 0.33% among 360,000. AID 602429; in the data active means inhibition above about 37%
SKN-1 block: inhibitors of C. elegans SKN-1. C. elegans VP596 Pgst-4::GFP/RFP ratio, acrylamide-induced, 24 h. inhibition, % at 21.8 µM. hit rate 0.49% among 360,000. AID 624304;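 active means interference check ratio from 0.5 to 1.5 plus GFP to RFP signal ratio inhibition reaching or exceeding a fixed threshold, cut at about 30% in these data, passing the limit was not always enough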; further: some compounds called inactive have numbers as strong as hits
Starred values were filed as active, the others as inactive; i = inactive; + = active, no number.

structure,STEP block,NRP1-CendR mod,LMPTP inh,NadD block,DNMT1 inh,MT1-MMP act inh,Rpn11 inh,Scp1 inh,SUMO1 PPI mod,SKN-1 block
O=C(/C=C/c1ccc(S(=O)(=O)N2CCOCC2)cc1)OCC(=O)c1ccc([N+](=O)[O-])cc1,1.1,11.8,1.1,11.2,-9.7,10.0,i,-10.7,-16.8,0.9
COc1ccc(C(=O)c2c(C)oc3ccc(O)cc23)cc1,-1.1,0.3,0.2,-10.8,0.7,1.8,i,-10.0,3.7,-7.6
CN(C(=O)c1ccc(NC(=O)Cc2cccc(NC(=O)C3CCN(C(=O)C4CCCCC4)CC3)c2)cc1)C1CCCC1,0.2,11.2,-1.6,11.1,-7.1,3.4,i,-4.4,-2.0,-6.4
Cc1ccc2oc(-c3ccc(NC(=O)c4ccc5c(c4)OCO5)cc3)nc2c1,0.1,12.9,-0.9,5.5,35.7,-2.5,i,-7.2,-0.6,-1.0
CCC(C)n1nnc2c(=O)oc3ccccc3c21 (stereo not drawn),-4.1,6.6,-1.6,-4.4,1.0,5.4,i,-5.6,-2.3,5.0
Cc1ccccc1C(=O)NNC(=O)CCCCC(=O)NNC(=O)c1ccccc1C,1.8,2.0,-1.7,0.2,4.1,3.4,i,-3.3,0.9,-16.8
COc1ccc(S(=O)(=O)Nc2nnc(C(C)C)s2)cc1,2.4,3.8,-1.8,-0.7,0.5,1.7,i,-4.3,-1.1,7.5
CC(C)CN1CCC(=O)N([C@H](COc2ccccc2)Cc2ccccc2)CC1,-0.1,-1.6,-1.1,-0.7,1.1,-3.6,i,-1.6,-3.7,-16.1
CCOc1ccc(N(CC(=O)NC2CCCC(C)C2C)S(=O)(=O)c2c(C)noc2C)cc1 (stereo not drawn),-4.2,-6.1,-0.2,3.6,3.2,-10.5,i,-3.1,0.8,-5.6
O=C(CCN1C(=O)/C(=C\c2cccs2)SC1=S)NC1=NCCS1,-2.3,-8.9,-0.7,9.2,2.5,2.7,i,-4.4,-16.0,1.3
Nc1nc(SCC(=O)NCCO)nc2sc3c(c12)CCCC3,0.3,-8.4,0.9,-5.3,2.0,-2.3,i,-9.1,4.4,-2.2
O=C(COC(=O)CNC(=O)c1ccco1)Nc1ccccc1OC(F)F,0.6,3.0,-1.7,-5.3,0.0,-0.1,i,-0.8,36.0,3.8
Cc1nc(N)sc1-c1nnc(SCC(=O)Nc2nccs2)n1C,-6.3,9.0,1.5,1.0,6.2,2.1,i,-4.3,4.2,-25.2
CCOc1cc(/C=C2\SC(=N)N(c3nonc3N)C2=O)ccc1OCC(N)=O,-4.2,-13.2,-0.1,7.9,-1.5,2.2,i,-6.7,-3.3,2.6
O=C1CSC(c2cn(-c3ccccc3)nc2-c2cccs2)N1CC1CCCO1 (stereo not drawn),-13.6,32.5*,3.8,-5.1,-10.6,-9.9,i,-8.2,1.7,-10.5
Cc1cc(C)n2cc(CSc3nnc(-c4ccccc4)c(-c4ccccc4)n3)nc2n1,1.5,-4.2,3.3,4.4,-1.5,-0.3,i,1.9,-18.4,-2.2
Cc1ccc(NS(=O)(=O)c2ccc(Br)s2)cc1S(=O)(=O)N1CCOCC1,0.1,-16.1,1.2,1.1,-4.2,4.2,i,-6.7,-2.3,-0.8
COc1ccc(COC(=O)c2ccc(S(=O)(=O)N3CCC(C)CC3)cc2)cc1,-2.7,13.0,-0.5,-3.9,7.3,0.5,i,-11.7,2.1,0.8
Cc1cc[n+](CC(=O)c2cccs2)cc1,4.4,9.7,-0.9,1.3,3.1,3.3,i,3.1,-0.5,6.6
CC1CC(C)CN(C(=O)c2ccc(-c3ccc([N+](=O)[O-])cc3)o2)C1 (stereo not drawn),-0.6,13.6,5.0,6.2,-7.4,1.2,i,-8.2,-31.1,-4.5
CCOc1ccc(CCNC(=O)COC(=O)c2cc(=O)[nH]c3ccccc23)cc1OCC,1.4,16.9,-0.8,-5.2,0.2,-6.8,i,-3.9,-6.5,7.6
COc1ccc(OC)c(-n2nnnc2SCC(=O)Nc2ccc(C(=O)N3CCCCC3)cc2)c1,2.5,-3.2,1.3,1.5,-1.9,-5.1,i,-13.0,-2.4,11.6
COc1ccccc1CNC(=O)C/C(C)=N/NC(=O)Cc1ccccc1,-1.8,5.7,-2.7,1.0,0.2,5.0,i,-4.3,2.7,2.7
CC1(C)CC2(CC(c3ccccc3F)c3cc(Cl)c(O)cc3O2)NC(=S)N1 (stereo not drawn),-4.3,5.9,-3.1,11.4,-5.5,-8.6,i,-1.3,3.2,5.2
COc1ccc(-c2cn(Cc3ccc(C(N)=O)cc3)c(CCN)n2)cc1,-1.5,3.3,-2.4,-2.4,-0.3,-2.6,i,-0.2,3.1,-9.9

Record cards, as listed above.
CCC(C)n1nnc2c(=O)oc3ccccc3c21 (stereo not drawn) is listed as STEP block = -4.1; NRP1-CendR mod = 6.6; LMPTP inh = -1.6; NadD block = -4.4; DNMT1 inh = 1.0; MT1-MMP act inh = 5.4; Rpn11 inh = i; Scp1 inh = -5.6; SUMO1 PPI mod = -2.3; SKN-1 block = 5.0
CCOc1ccc(N(CC(=O)NC2CCCC(C)C2C)S(=O)(=O)c2c(C)noc2C)cc1 (stereo not drawn) is listed as STEP block = -4.2; NRP1-CendR mod = -6.1; LMPTP inh = -0.2; NadD block = 3.6; DNMT1 inh = 3.2; MT1-MMP act inh = -10.5; Rpn11 inh = i; Scp1 inh = -3.1; SUMO1 PPI mod = 0.8; SKN-1 block = -5.6

Going on with the list:
structure,STEP block,NRP1-CendR mod,LMPTP inh,NadD block,DNMT1 inh,MT1-MMP act inh,Rpn11 inh,Scp1 inh,SUMO1 PPI mod,SKN-1 block
Cc1ccc(C(=O)CSc2ncn[nH]2)cc1,9.9,5.2,-1.5,2.0,4.0,-6.7,i,0.2,-9.7,-0.2
CSC1=NCCN1C(=O)C(C)Oc1ccccc1 (stereo not drawn),-1.1,2.4,-0.2,1.6,-3.2,-3.5,i,-6.5,0.6,-4.3
O=C(Nc1cccc(C(=O)N2CCCCC2)c1)c1ccccc1,0.4,-15.1,0.5,1.1,7.5,-1.4,i,-7.7,3.3,5.0
O=c1c(-c2cccc(Cl)c2)c[nH]n1-c1ccccc1,0.6,-12.4,0.4,0.6,2.2,-2.1,i,-12.3,3.9,0.1
O=C(NC(=S)N1CCN(CCO)CC1)C12CC3CC(CC(C3)C1)C2,1.5,-4.9,-2.8,-0.2,-0.6,2.0,i,-9.1,-2.6,-5.0
O=C1/C(=C\c2ccco2)SC(=S)N1Cc1ccccc1,2.5,-19.8,6.0,5.7,1.9,9.6,i,-2.3,-1.6,-1.1
CCN1CCN(C(=S)c2ccc(OCC(=O)NCc3ccccc3)cc2)CC1,64.5*,-8.0,-2.2,-5.8,-2.5,2.5,i,-5.5,1.7,-4.6
COc1cc(NC(=O)c2cccnc2)c(Cl)cc1NC(=O)c1ccc(Cl)cc1,-0.3,12.7,1.6,-6.3,0.1,3.1,i,4.6,-0.2,14.7
CC(C)NC(=S)N/N=C/c1ccc2c(c1)OCCO2,1.9,-7.8,-0.3,0.6,5.0,-1.8,i,0.0,-5.4,-0.9
Cc1csc(SCC(=O)NCc2ccccc2Cl)n1,-0.6,-13.3,-0.5,2.8,-0.7,2.8,i,-0.3,0.1,1.3
Cc1c(C)n2c(SCC(=O)N3CCCCC3)nnc2[nH]c1=O,0.0,8.4,-0.8,-1.2,-0.2,6.3,i,-9.0,0.0,10.5
C[C@H](NC(=O)c1nc[nH]c1C(=O)N[C@@H](C)C(=O)OC(C)(C)C)C(=O)OCc1ccccc1,0.7,10.9,0.6,6.8,1.6,0.2,i,-3.0,2.2,7.7
O=C(NC1CCCCC1)C1CCCN1S(=O)(=O)c1ccc(F)cc1 (stereo not drawn),-0.8,2.6,2.9,10.8,1.2,-8.6,i,-9.8,-8.8,8.3
CC[n+]1c(/C=C/Nc2ccccc2)oc2ccc(OC)cc21,-1.6,-83.5,0.3,-1.4,-1.4,-17.2,+,-2.5,-9.0,6.5
CCOC(=O)c1c(NC(=O)c2cccc(N3C(=O)CCC3=O)c2)sc(C)c1C,0.6,-5.6,1.9,-12.9,-7.3,8.4,i,-9.2,-3.2,-6.5
O=C(CSc1nnc2ccc(-c3ccccn3)nn12)Nc1ccccc1,1.8,-9.2,-0.2,-1.0,1.2,1.0,i,1.0,-17.6,-2.7
CCCOc1ccc(-c2c(=O)n(O)c3ccccc3[n+]2[O-])cc1,1.2,13.2,0.2,1.0,-8.5,3.8,i,-12.1,-17.4,10.5
O=C(NCc1ccccn1)c1ccc(CNS(=O)(=O)c2cccc(C(F)(F)F)c2)cc1,-0.8,14.2,-0.7,-3.6,-0.5,-1.0,i,-3.1,-2.4,6.3
Cc1nc2sc(C(c3ccccc3)N3CCOCC3)c(O)n2n1 (stereo not drawn),1.5,-0.4,-1.9,5.5,0.3,2.2,i,-3.0,-0.9,12.4
Cc1ccc(S(=O)(=O)N(C)C)cc1NC(=O)COC(=O)COc1ccc2c(C)cc(=O)oc2c1,-1.1,6.6,0.4,0.1,-2.4,0.3,i,2.6,1.3,-3.5
CCN(CC)C(=O)c1cc2c(=O)n3cccc(C)c3nc2s1,0.2,-6.1,-1.2,-1.8,1.7,1.8,i,-15.4,-33.0,-3.8
O=C(N/N=C/c1ccccn1)c1cc(-c2cccc3ccccc23)n[nH]1,-1.0,14.7,1.4,9.2,-6.1,-0.2,i,-3.4,-10.2,1.6

Screening data deposited in PubChem by Sanford-Burnham Center for Chemical Genomics.
